Mot1-301 SUMO: blocks SUMOylation pathway, rescuing yeast Mot1-301 growth; S. cerevisiae Mot1-301 growth rescue, ATP luminescence, 38.5C; percent above DMSO median, 100 means doubled; growth rescue, % at 18.8 µM; actives 1% (n = 320,000);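 active = every valid replicate shows activation above 250% relative to neutral control wells; inactive = the rest, any valid replicate at or below 250%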;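 also: OY570 slx delta 5 strain wells were the positive control but not used for scaling; some compounds called inactive have numbers as strong as hits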
PKA-R2B activ: activators of human PKA-R2B complex. P22694+P31323. PKA-R2B holoenzyme dissociation, Cy5-IP20 fluorescence polarization; R2B truncated from residue 108, S112A mutant; 0% DMSO only, 100% 113 µM cGMP. activation, % at 11.4 µM. actives 0.079% (n = 340,000). AID 504700;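 active = activation above a cutoff set at the mean over all compounds plus 3 SD, cut at about 18% in these data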;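 also: higher means more holoenzyme dissociation and a rise in polarization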
Arrestin-AP2 inh: inhibitors of human beta-arrestin and AP2 interaction; FITC-arrestin peptide / GST-AP2 beads, flow cytometry; AP2 beta2 appendage carries R879A mutation; inhibition, % at 10 µM; actives 0.31% (n = 340,000); AID 504490;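 active = inhibition above a set limit, near 3 SD of compounds lacking own fluorescence, cut at about 54% in these data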;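 also: plate controls were DMSO wells for no effect and 5 µM unlabelled arrestin peptide for full effect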
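System: GST-AP2 R879A glutathione beads; medium: PBS, Tween 20 0.05%, BSA 0.1%; reagent: fluorescein-tagged arrestin peptide at 50 nM final; schedule: pre-incubation 12 min, peptide binding 1 h, room temperature; detection: flow cytometry, FL1 (488/535 nm); read-out: inhibition as reduced fluorescein signal on beads, percent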
CDK5 p35 inh: blocks human CDK5/p35 kinase activity; Recombinant CDK5/p35, ADP-Glo luminescence, 60 min; inhibition, % at 10 µM; actives 0.01% (n = 330,000);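 active = highest replicate inhibition of at least 50% and at least 75% of replicates reaching 50%; inconclusive = only one of the two criteria met; inactive = both criteria failed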;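 also: plate controls were DMSO neutral control for no effect and GW8510 at 10 µM for full effect; many of its hits are not listed in these tables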
Target sequence (Q00535 whole entry, looked up): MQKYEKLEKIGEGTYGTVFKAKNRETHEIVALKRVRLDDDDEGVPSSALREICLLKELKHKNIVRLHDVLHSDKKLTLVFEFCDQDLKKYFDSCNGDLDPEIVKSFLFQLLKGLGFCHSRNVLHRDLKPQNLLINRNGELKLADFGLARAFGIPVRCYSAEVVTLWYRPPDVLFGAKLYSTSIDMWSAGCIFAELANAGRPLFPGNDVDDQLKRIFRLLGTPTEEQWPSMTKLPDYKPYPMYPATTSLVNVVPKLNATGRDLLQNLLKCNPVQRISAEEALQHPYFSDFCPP
Target sequence (Q15078 whole entry, looked up): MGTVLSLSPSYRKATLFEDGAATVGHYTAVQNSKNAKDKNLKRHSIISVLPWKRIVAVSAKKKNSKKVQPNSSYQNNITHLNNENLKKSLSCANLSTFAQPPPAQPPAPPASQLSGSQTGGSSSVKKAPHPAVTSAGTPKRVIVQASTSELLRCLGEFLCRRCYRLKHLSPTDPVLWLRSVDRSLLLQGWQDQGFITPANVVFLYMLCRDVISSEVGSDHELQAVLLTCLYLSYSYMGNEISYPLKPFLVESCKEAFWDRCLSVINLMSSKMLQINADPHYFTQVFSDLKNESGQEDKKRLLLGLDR
SR-BI uptake up: SR-BI HDL lipid transfer activation; CHO ldlA[mSR-BI] cells, DiI-HDL uptake fluorescence, 3 h; 100 = double the neutral-control signal; activation, % at 12.5 µM; actives 0.096% (n = 320,000);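 active = mean replicate activation of at least 60% and every replicate at or above 60%; inconclusive = mean or all-replicate condition met, but not both; inactive = mean below 60% and not all replicates reaching 60%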;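 also: 0% = median plate neutral-control signal and 100% = twice that signal; values of inactives mirror those of a sister screen read the other way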
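Material – SR-BI-overexpressing, LDLR-lacking CHO cells · Medium – BSA-supplemented, HEPES-buffered Ham's F12, pH 7.4 · Doses – single concentration · Times – compound with DiI-HDL co-incubation, 3 h at 37 °C · Measured by – bottom-read fluorescence, 550/595 nm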
dFosB activator: activators of mouse delta FosB homodimer | actives 0.99% (n = 340,000) | purified delta FosB, TAMRA-CDK5 oligo fluorescence polarization; percent of positive-control signal above neutral wells | AID 493131 | P13346 | activation, % at 25 µM;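 active = mean activation above about 17%, with every replicate also reaching it, limit read from the data, passing the limit was not always enough; inconclusive = only one of the two conditions met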;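 also: fluorescence polarization rise as delta FosB binds a TAMRA Cdk5 AP-1 oligo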
Target sequence (P13346 whole entry, looked up): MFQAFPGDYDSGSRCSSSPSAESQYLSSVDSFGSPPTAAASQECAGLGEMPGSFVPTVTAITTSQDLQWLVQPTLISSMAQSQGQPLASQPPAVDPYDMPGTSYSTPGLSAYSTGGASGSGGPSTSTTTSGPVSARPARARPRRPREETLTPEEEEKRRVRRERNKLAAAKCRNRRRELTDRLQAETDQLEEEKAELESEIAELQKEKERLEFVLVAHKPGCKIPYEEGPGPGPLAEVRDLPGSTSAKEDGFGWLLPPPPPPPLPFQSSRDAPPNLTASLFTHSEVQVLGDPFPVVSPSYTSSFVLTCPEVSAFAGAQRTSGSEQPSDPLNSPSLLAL
Pemphigus Ab inh: human desmoglein-3 autoantibody binding inhibition; P32926; DSG3-coupled beads, scFv-anti-DSG3-GFP binding, flow cytometry; hits give low values; binding (percent of control), % at 10 µM; actives 0.48% (n = 310,000);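 active = binding more than 3 SD below its plate's average and above zero; inconclusive = below that plate limit but binding exactly zero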;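 also: hits lower antibody fragment binding to DSG3; some compounds called inactive have numbers as strong as hits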
NSD2 inh: NSD2 (human) methyltransferase inhibition; O96028; NSD2 peptide methylation, AlphaScreen, 120 min; inhibition, % at 12.5 µM; actives 0.54% (n = 310,000); in the data active = inhibition above about 50%
PKA-R1A act: activators of PKA-R1A complex | P00514+P68181 | PKA-R1A dissociation, Cy5-IP20 fluorescence polarization; scaled: DMSO 0%, 113 µM cGMP 100% | activation, % at 11.4 µM | actives 0.083% (n = 340,000) | AID 504707;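 active = percent activation above the mean of all tested compounds plus 3 SD, cut at about 19% in these data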;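 also: higher means more PKAc released from R1A so a rise in polarization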
SR-BI HDL uptake: mouse SR-BI HDL lipid transfer inhibition; Q61009; ldlA[mSR-BI] CHO cells, DiI-HDL uptake fluorescence, 3 h; inhibition, % at 12.5 µM; actives 0.96% (n = 320,000); AID 488896;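 active = mean replicate inhibition of at least 70% and a set share of replicates each scoring 70 or more; inconclusive = meets just one of the two criteria; inactive = fails both criteria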;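 also: 0% = median of neutral control wells and 100% = median of positive control wells; values of inactives mirror those of a sister screen read the other way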
MITF act: activators of MITF-driven TRPM1 promoter activity in SK-MEL-5 cells. SK-MEL-5 TRPM1-promoter luciferase, 24 h; % of positive control, neutral wells = 0. activation, % at 12.5 µM. actives 0.75% (n = 300,000). AID 588334;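 active = mean activation of at least 80% with every replicate also reaching 80%; inconclusive = mean reaches 80% but some replicate falls short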;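 also: 0% = neutral control wells and 100% = parthenolide positive control wells; values of inactives mirror those of a sister screen read the other way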
Starred values were filed as active, the others as inactive; ? = inconclusive; nt = no result given.

#1 CCCCNC(=O)c1cc2c(=O)n3cccc(C)c3nc2n(CCN2CCOCC2)c1=N
#2 O=C(Nc1nc2c(s1)CCCC2)c1ccc(S(=O)(=O)N2CCCc3ccccc32)cc1
#3 CCc1cc(=O)oc2c(C)c(OC(C)C(=O)N3CC[C@@]4(O)CCCC[C@H]4C3)ccc12 (some centres not stated)
#4 O=C(NN=C1CCCCC1)Nc1ccccc1Cl
#5 O=C(CC1SC(N2CCCC2)=NC1=O)Nc1ccc(C(=O)Nc2ncccc2O)cc1 (configuration not stated)
#6 CC(C)[C@H](NC(=O)c1cccc(S(=O)(=O)N2CCOCC2)c1)C(=O)OCC(=O)Nc1cccc(Br)c1
#7 CCOC(=O)N1CCN(C(=O)Cn2nc(-c3ccc(Cl)cc3)ccc2=O)CC1
#8 O=C(NCN1CCN(c2ccccc2F)CC1)c1ccccc1
Compound,1,2,3,4,5,6,7,8
Mot1-301 SUMO,-2,-12,86,13,10,nt,178,-9
PKA-R2B activ,-2,-2,1,-17,-15,-13,-3,6
Arrestin-AP2 inh,0,9,0,7,18,-1,2,0
CDK5 p35 inh,0.3,1.7,-0.2,-7.9,-8.3,1.0,nt,-2.7
SR-BI uptake up,7,-25,-54,10,6,-32,13,-9
dFosB activator,-7,2,-1,-3,-3,-14,-5,-1
Pemphigus Ab inh,113,92,nt,97,110,108,94,98
NSD2 inh,6,-3,nt,nt,1,10,2,-2
PKA-R1A act,-17,-10,-4,0,1,-3,-4,0
SR-BI HDL uptake,-7,25,54,-10,-6,32,-13,9
MITF act,-8,-11,-8,6,0,-10,-3,-10

#9 COc1ccc(NC(=O)c2ccc(-c3ccc([N+](=O)[O-])cc3)o2)cc1
#10 Cc1ccc(-n2c(=O)c3ccccc3n(CC(=O)C(C)(C)C)c2=O)cc1
#11 CC(=O)c1c(N2CCOCC2)nc(=S)n(-c2ccc([N+](=O)[O-])cc2)c1C
#12 Cc1nn(Cc2ccc(C(=O)N/N=C/c3ccncc3)o2)c(C)c1Cl
#13 Cc1nc(NS(=O)(=O)c2ccccc2)sc1NC(=O)OCCN(C)C
#14 Nc1sc(-c2ccccc2)cc1C(=O)N/N=C/c1ccc(Cl)cc1
#15 Cc1c(C)c2ccc(OC(C)C(=O)NCCN3CCOCC3)c(C)c2oc1=O (configuration not stated)
#16 COc1ccc2c(CCNC(=O)Nc3ccccc3)c[nH]c2c1
Compound,9,10,11,12,13,14,15,16
Mot1-301 SUMO,-39,-3,-14,11,-11,6,-9,322
PKA-R2B activ,1,-4,6,-6,-4,nt,-4,-4
Arrestin-AP2 inh,-10,1,11,-1,7,6,-7,0
CDK5 p35 inh,-0.9,-1.3,-0.8,0.5,-0.2,0.2,1.9,-1.2
SR-BI uptake up,nt,-4,47,-21,-1,-9,-10,-9
dFosB activator,-6,-6,0,-16,7,-2,-6,0
Pemphigus Ab inh,93,102,102,101,100,97,100,88
NSD2 inh,0,-3,-3,-2,2,-4,2,1
PKA-R1A act,-10,1,-4,-5,-7,nt,12,-8
SR-BI HDL uptake,nt,4,-47,21,1,9,10,9
MITF act,13,-6,8,-16,nt,nt,3,12

Single records, as listed above. Values in the order: Mot1-301 SUMO | PKA-R2B activ | Arrestin-AP2 inh | CDK5 p35 inh | SR-BI uptake up | dFosB activator | Pemphigus Ab inh | NSD2 inh | PKA-R1A act | SR-BI HDL uptake | MITF act
`Cc1c(C)c2ccc(OC(C)C(=O)NCCN3CCOCC3)c(C)c2oc1=O` (configuration not stated) in the list: -9 | -4 | -7 | 1.9 | -10 | -6 | 100 | 2 | 12 | 10 | 3
`Nc1sc(-c2ccccc2)cc1C(=O)N/N=C/c1ccc(Cl)cc1` in the list: 6 | nt | 6 | 0.2 | -9 | -2 | 97 | -4 | nt | 9 | nt
`COc1ccc2c(CCNC(=O)Nc3ccccc3)c[nH]c2c1` in the list: 322 | -4 | 0 | -1.2 | -9 | 0 | 88 | 1 | -8 | 9 | 12

(next part)
#17 CCN1CCN(c2cc(C)c3cc(NC(=O)c4cccnc4Cl)ccc3n2)CC1
#18 CC/C=C/C(=O)N1CC2(CC(c3cccc(NC(=O)COc4ccc(Cl)cc4)c3)=NO2)C[C@H]1C(N)=O (some centres not stated)
#19 Cc1ccc2nc(SCC(=O)OCc3ccccc3)nc(=O)n2c1
#20 O=C(CCCN1C(=O)/C(=C/c2ccccc2Cl)SC1=S)NNC(=O)c1ccc(Cl)cc1Cl
#21 CN1CCN(C(=O)c2ccccc2-c2nc(-c3ccccc3)no2)CC1
#22 Cc1csc(NC(=O)c2c(-c3c(Cl)cccc3Cl)noc2C)n1
#23 O=C(COc1ccccc1[N+](=O)[O-])N(Cc1ccccc1)c1ccccn1
#24 COc1cc(/C=C2\C(=N)N3N=C(S(C)(=O)=O)SC3=NC2=O)cc(OC)c1OCCOc1cccc(C)c1
Compound,17,18,19,20,21,22,23,24
Mot1-301 SUMO,-2,150,-19,-6,-24,-4,-3,-17
PKA-R2B activ,18,-10,6,6,-7,0,1,5
Arrestin-AP2 inh,18,7,26,14,2,17,-1,14
CDK5 p35 inh,2.0,-1.2,0.4,2.2,0.6,-2.0,-2.6,-1.2
SR-BI uptake up,-27,-62,6,nt,nt,-2,6,0
dFosB activator,1,-2,-6,?,-4,0,-15,-8
Pemphigus Ab inh,nt,104,107,88,nt,105,109,113
NSD2 inh,16,nt,-1,1,2,-14,6,18
PKA-R1A act,1,2,9,-3,-4,0,-6,-3
SR-BI HDL uptake,27,62,-6,nt,nt,2,-6,0
MITF act,19,8,-1,-46,5,-2,-2,7

#25 CC1(OC(=O)CCc2ccccc2)C(=O)C=C2C=C(c3ccc(C#N)cc3)N(Cc3ccccc3)C=C2C1=O (configuration not stated)
#26 CC1CCC2C(=O)N(c3ccc(C(=O)Oc4cccc5cccnc45)cc3)C(=O)C2C1 (configuration not stated)
#27 CCOc1ccc(C(=O)O)cc1OC
#28 Cc1cccc(C(=O)NCCC(=O)Nc2ccc(C)c(F)c2)c1
#29 Cc1ccc(N(CC(O)CN2CCCCC2)S(=O)(=O)c2ccccc2)cc1 (configuration not stated)
#30 O=C(CN1C(=O)NC2(CCCC2)C1=O)Nc1cc(C(F)(F)F)ccc1N1CCCCC1
#31 CCC(=O)c1ccc(OCC(=O)OCC(=O)Nc2cccc(S(=O)(=O)N3CCOCC3)c2)cc1
#32 CN1CCN(C2=Cc3cc(Cl)ccc3Sc3cc(F)ccc32)CC1
Compound,25,26,27,28,29,30,31,32
Mot1-301 SUMO,11,-29,2,4,13,0,nt,31
PKA-R2B activ,-9,2,-7,-2,0,6,1,-6
Arrestin-AP2 inh,13,35,18,10,-13,9,-9,22
CDK5 p35 inh,0.4,-0.6,0.1,1.5,-3.4,0.5,0.3,1.4
SR-BI uptake up,28,-13,17,nt,nt,-8,16,-6
dFosB activator,-4,-7,0,-7,-4,-9,-10,-15
Pemphigus Ab inh,94,104,nt,109,125,107,nt,106
NSD2 inh,nt,0,0,-2,-2,nt,0,-3
PKA-R1A act,-6,7,-19,5,-7,6,-4,10
SR-BI HDL uptake,-28,13,-17,nt,nt,8,-16,6
MITF act,9,-14,nt,nt,7,-4,5,1

#33 CCC(CO)Oc1cc(NCc2ccc(C)c(C)c2)c2ncn(C(C)C)c2c1 (configuration not stated)
#34 COCCCn1cnnc1SCC(=O)Nc1ccc(S(=O)(=O)N2CCCC2)cc1
#35 COc1cc2c(cc1OC)C1=C(C#N)CC/C(=N\S(=O)(=O)c3cccc(Cl)c3)N1CC2
#36 CCCn1c2c(c(O)c(C(=O)Nc3nc4ccccc4s3)c1=O)CCCC2
#37 O=C(Nc1ccc(S(=O)(=O)Nc2ccccn2)cc1)c1cccc([N+](=O)[O-])c1
#38 COc1ccc(N2C(=O)CC(N(Cc3ccc(S(N)(=O)=O)cc3)C(C)=O)C2=O)cc1 (configuration not stated)
#39 Cc1nn(CC2CCCCC2)c(N)c1-c1ccccc1
#40 COc1ccc2ccccc2c1CNCc1ccccn1
Compound,33,34,35,36,37,38,39,40
Mot1-301 SUMO,7,-10,-11,-10,3,122,13,11
PKA-R2B activ,-3,4,-5,-3,-1,10,-2,4
Arrestin-AP2 inh,7,-9,4,8,-8,-5,4,5
CDK5 p35 inh,0.9,0.1,6.5,-6.3,-1.1,0.9,0.1,1.1
SR-BI uptake up,-41,7,-51,-6,10,nt,-16,14
dFosB activator,-2,3,-3,5,-3,-3,10,1
Pemphigus Ab inh,120,104,113,110,103,108,94,103
NSD2 inh,nt,-1,-1,-4,2,-1,2,-6
PKA-R1A act,-5,2,-5,-7,-7,-3,-9,16
SR-BI HDL uptake,41,-7,51,6,-10,nt,16,-14
MITF act,-5,-2,-3,-12,9,-4,32,25

#41 CC(=O)Nc1ccc(S(=O)(=O)c2ccc([N+](=O)[O-])cc2)cc1
#42 CCCOc1cccc(C(=O)Nc2cccnc2)c1
#43 O=C(COc1ccc(F)c(Cl)c1)N1CCN(c2ccccn2)CC1
#44 CC1(C)CC(=O)C=C(c2cccs2)C1
#45 Cc1ccc(Nc2nc(-c3sc(NC(=O)c4ccco4)nc3C)cs2)cc1
#46 O=C(c1ccc(CS(=O)Cc2ccc(Cl)cc2)o1)N1CCN(c2cccc(Cl)c2)CC1 (configuration not stated)
#47 O=C(O)c1ccccc1-c1ccccc1C(=O)Nc1cccc2ccccc12
#48 COc1ccc(OC)c2[nH]c(=O)c(CCNC(=O)C3CCCCC3)cc12
Compound,41,42,43,44,45,46,47,48
Mot1-301 SUMO,17,2,-2,-9,-2,6,-24,0
PKA-R2B activ,1,-5,0,-3,-9,1,-3,-19
Arrestin-AP2 inh,9,14,-15,-11,-11,-3,-7,1
CDK5 p35 inh,-1.7,-3.5,-1.5,1.9,2.1,0.0,-2.2,-0.2
SR-BI uptake up,5,3,11,6,-65,-14,-5,-17
dFosB activator,-1,-12,-3,-2,-5,-15,9,2
Pemphigus Ab inh,nt,83,108,102,100,nt,107,nt
NSD2 inh,1,-6,-1,nt,nt,8,-2,5
PKA-R1A act,10,-5,-6,2,-7,6,2,-2
SR-BI HDL uptake,-5,-3,-11,-6,65,14,5,17
MITF act,-14,24,13,-4,-4,-5,-1,0
